hIAP block = human IAP inhibitors, primary screen, biochemical, luminescence, uHTS | inhibition, % at 10 µM | actives 0.12% (n = 330,000) | purified IAP, CDP-Star luminescence, 30 min | AID 2544, 2010;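 active = inhibition reaching a set limit with compound at 10 µM in the primary screen, cut at about 35% in these data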;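 also: plate controls were DMSO wells with enzyme for no effect and no-enzyme buffer wells for full effect; values of inactives mirror those of a sister screen read the other way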
Target sequence (P09923 whole entry, looked up): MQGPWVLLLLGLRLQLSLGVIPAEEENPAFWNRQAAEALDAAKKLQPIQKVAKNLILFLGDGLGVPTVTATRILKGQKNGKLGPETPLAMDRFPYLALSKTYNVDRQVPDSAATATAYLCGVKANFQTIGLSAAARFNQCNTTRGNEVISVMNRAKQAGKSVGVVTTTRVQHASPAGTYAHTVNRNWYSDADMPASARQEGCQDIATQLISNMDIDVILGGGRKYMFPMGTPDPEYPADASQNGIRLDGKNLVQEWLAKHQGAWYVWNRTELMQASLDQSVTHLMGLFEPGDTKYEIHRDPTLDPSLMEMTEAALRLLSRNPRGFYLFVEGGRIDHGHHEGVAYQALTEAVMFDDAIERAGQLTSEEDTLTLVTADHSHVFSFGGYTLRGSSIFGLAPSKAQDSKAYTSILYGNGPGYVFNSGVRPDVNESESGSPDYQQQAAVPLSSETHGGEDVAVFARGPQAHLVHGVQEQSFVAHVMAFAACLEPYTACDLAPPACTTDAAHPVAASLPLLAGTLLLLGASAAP
MIN6 prolif = inducers of MIN6 beta-cell proliferation, primary screen, ATP luminescence, uHTS; MIN6 cells proliferation, ATPlite luminescence, 48 h; cells starved in 0.2% serum; 100% = growth in 10% serum; proliferation, % at 10 µM; actives 0.29% (n = 330,000);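 active = compounds whose signal lies at least 3.5 SD above the mean of all wells on their plate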;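 also: 0% = DMSO-treated cells in low-serum medium and 100% = 10% serum control; some compounds called inactive have numbers as strong as hits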
hIAP activ = human IAP activators, primary screen, biochemical, luminescence, uHTS. Intestinal-type alkaline phosphatase (Homo sapiens), P09923. purified human IAP, CDP-Star luminescence, 30 min; hits give high values; 1 = vehicle-only enzyme, 0 = enzyme-free background. activation factor at 10 µM. actives 0.16% (n = 330,000). AID 2524, 2010;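 active = activation factor of the enzyme at least 2-fold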; also: the source names both 10 and 20 µM as test concentration; values of inactives mirror those of a sister screen read the other way
APOBEC3A inh = APOBEC3A ssDNA deaminase inhibitors, primary screen, selectivity assay for APOBEC3G inhibitor project, biochemical, FAM/TAMRA oligo cleavage fluorescence | recombinant A3A, FAM/TAMRA ssDNA deamination fluorescence | inhibition, % at 20 µM | actives 0.41% (n = 330,000);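 active = at least 40% inhibition at 20 µM here, with at most 30% in a related deaminase screen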;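 also: plate controls were A3A with DMSO for no effect and wells lacking A3A enzyme for full effect; some results filed as inactive read as strong as hits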
Target sequence (P31941 whole entry, looked up): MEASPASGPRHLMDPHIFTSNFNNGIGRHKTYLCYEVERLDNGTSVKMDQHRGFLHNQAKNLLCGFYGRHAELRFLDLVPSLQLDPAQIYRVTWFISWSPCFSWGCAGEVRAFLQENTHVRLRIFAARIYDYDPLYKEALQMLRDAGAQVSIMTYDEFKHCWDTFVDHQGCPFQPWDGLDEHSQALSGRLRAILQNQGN
mIAP inh = inhibitors of mouse IAP, primary screen, biochemical, luminescence, uHTS. actives 0.2% (n = 330,000). intestinal alkaline phosphatase [Mus musculus]. inhibition, % at 10 µM. AID 2806, 2010. purified mouse IAP, CDP-Star luminescence, 30 min;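 active = inhibition of at least 40% at 10 µM in the primary screen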;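 also: plate controls were DMSO with enzyme for no effect and no enzyme wells for full effect; values of inactives mirror those of a sister screen read the other way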
mIAP activ = activators of mouse IAP, primary screen, biochemical, luminescence, uHTS; AID 2805, 2010; muIAP, CDP-Star luminescence, 30 min; hits give high values; 1 = vehicle-only enzyme signal, 0 = enzyme-free wells; intestinal alkaline phosphatase [Mus musculus]; actives 0.24% (n = 330,000); activation factor at 10 µM;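 active = activation factor of at least 2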; also: the source names both 10 and 20 µM as test concentration; values of inactives mirror those of a sister screen read the other way
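Assay system: mouse IAP enzyme; reagent: chemiluminescent substrate CDP-Star; dosing: test compounds delivered from DMSO solution; schedule: 30 min at room temperature; measured by: luminescence from enzymatic CDP-Star hydrolysis; controls: DMSO-only wells and no-enzyme negative control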
SENP1 FRET inh = human SENP1 catalytic domain inhibitors, primary screen, biochemical, FRET, uHTS; inhibition, % at 10 µM; actives 0.21% (n = 360,000); recombinant SENP1 catalytic domain, CyPet-SUMO1-YPet FRET cleavage; AID 624204, 2012; Sentrin-specific protease 1 (Homo sapiens), Q9P0U3;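 active = inhibition at least 30% at 10 µM, raw YFP signal under a set limit, fluorescence ratio 0.5 to 1.5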;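 also: 0% = enzyme with DMSO and 100% = no enzyme wells; some results filed as inactive read as strong as hits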
Target sequence (Q9P0U3 419-644 limits assumed): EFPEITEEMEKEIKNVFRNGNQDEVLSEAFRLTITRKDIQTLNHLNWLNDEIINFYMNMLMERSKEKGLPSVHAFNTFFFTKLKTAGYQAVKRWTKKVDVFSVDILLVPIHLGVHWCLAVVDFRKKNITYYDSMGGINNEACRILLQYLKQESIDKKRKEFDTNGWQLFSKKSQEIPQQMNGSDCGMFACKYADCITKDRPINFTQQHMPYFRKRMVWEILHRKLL
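Assay system – human recombinant His6-tagged SENP1 catalytic domain enzyme · Input – SENP1 enzyme, 20 pM final · Buffer or medium – Tris pH 8 buffer plus EDTA, NaCl, BME, BSA, NP40, catalase · Schedule – 50 min reaction at room temperature · Technique – FRET read of cyan and yellow fluorescence · Control set – no-enzyme wells low, DMSO-plus-enzyme wells high control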
NALP3 yeast inh = NALP3 inflammasome inhibitors in reconstituted yeast, primary screen, luminescence, uHTS; Yeast reconstituted NLRP3/ASC/caspase-1, beta-gal luminescence, 24 h; inhibition, % at 10 µM; actives 0.39% (n = 330,000); AID 2825, 2010;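 active = inhibition of 50% or more; inactive = inhibition below 50%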;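 also: plate controls were induced DMSO wells for no effect and uninduced yeast grown without galactose for full effect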
APOBEC3G inh = APOBEC3G DNA deaminase inhibitors, primary screen, biochemical, fluorescence, single-stranded DNA substrate, uHTS; recombinant A3G, ssDNA deamination FAM/TAMRA fluorescence; DNA dC->dU-editing enzyme APOBEC-3G (Homo sapiens), Q9HC16; inhibition, % at 20 µM; actives 0.28% (n = 330,000);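 active = inhibition of at least 40% at 20 µM, with no more than 30% in the related APOBEC3A deaminase screen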;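 also: plate controls were DMSO wells with A3G for no effect and wells lacking A3G enzyme for full effect; some compounds called inactive have numbers as strong as hits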
* marks the source's active call; other numbers are inactive results; nt = no result given. Not all compounds are listed; count on the stated rates, not on these rows.

Below each compound: mIAP activ, APOBEC3A inh, APOBEC3G inh, mIAP inh, NALP3 yeast inh, hIAP activ, MIN6 prolif, SENP1 FRET inh, hIAP block
- O=C(Oc1ccc2[nH]cc(CCN3C(=O)c4ccccc4C3=O)c2c1)c1ccco1
 : 0.93, -3, -6, 7, 24, 1.1, -1, 0, -11
- N#Cc1ccsc1NC(=O)CN1CCN(c2ccccc2O)CC1
 : 0.95, -2, -6, 5, 9, 0.82, 0, -4, 18
- Cc1ccc2c(c1)[C@H]1[C@H](CO2)[C@H](c2ccccc2)[C@]2(C)C(=O)Nc3cc(F)c(F)cc3C(=O)N12
 : 1.1, 0, -8, -14, 7, 0.85, -6, -1, 15
- CCOc1nc(NCCN2CCOCC2)nc(Nc2ccc(C)cc2)n1
 : 1, -2, -3, -2, 3, 1, -1, 0, -5
- COc1ccc(-c2[nH]ncc2CN2CCC(C(=O)c3ccc(F)cc3)CC2)cc1
 : 1, -4, -11, -3, 10, 1.4, 0, -1, -37
- S=c1nc(Cc2ccc(Cl)cc2)[nH]c2ccccc12
 : 0.86, -3, -3, 14, 30, 0.88, 0, 2, 12
- Cc1ccc(NC(=O)CNC(=O)c2ccccc2F)cc1Cl
 : 1, 1, -3, -5, 24, 1.1, -3, 3, -8
- N#C/C(=C(/O)c1cccc(F)c1)c1nc2ccccc2s1
 : 1.1, 0, 1, -9, -19, 1.1, -6, -6, -7
- CCn1c(SCC(=O)NCc2ccco2)nnc1-c1ccncc1
 : 0.98, 13, -11, 2, -1, 1, 3, nt, -3
- Cc1cc2c(cc1S(=O)(=O)N(C)Cc1ccccc1)n(C)c(=O)c(=O)n2C
 : 0.91, 0, -8, 9, 15, 1, -1, 2, 0
- O=C(c1ccc(F)cc1)c1cnc(Nc2ccccc2)s1
 : 1, -1, -5, -1, 6, 0.98, -4, -44, 2
- O=C(NCCCN1CCCC1)c1ccc(CS(=O)(=O)c2ccc(Cl)cc2)o1
 : 0.99, -7, -6, 1, 21, 1.1, -5, -3, -7
- CC1(C)Cc2cccc(OCC(=O)OCC(=O)c3ccccc3)c2O1
 : 1.1, -5, -7, -11, 10, 1.2, -3, 1, -23
- COc1ccc(OC)c(CNC(=O)COc2cc(=O)n(C)c3ccccc23)c1
 : 1.1, 4, -6, -6, 3, 0.94, 1, -12, 6
- CCc1ccc2[nH]c(=O)c(CN(Cc3ccco3)S(=O)(=O)c3ccc4c(c3)OCCO4)cc2c1
 : 0.96, 3, -2, 4, 8, 1.2, -1, 1, -21
- O=C(NCCc1ccc(Cl)cc1)C1CCN(S(=O)(=O)c2cccc3nonc23)CC1
 : 1, 3, -4, -4, 9, 0.95, -1, 7, 5
- Cc1ccc(S(=O)(=O)N(C)C)cc1NC(=O)COC(=O)Cc1ccc(Br)cc1
 : 0.98, 0, -3, 2, 16, 1.1, -2, 4, -9
- O=C(NCCCCCNC(=O)c1ccco1)c1ccco1
 : 1, -4, -12, -4, 20, 1.2, 0, -2, -18
- CC(C)c1ccc(S(=O)(=O)N2CCN(C(=O)c3cc([N+](=O)[O-])ccc3N3CCOCC3)CC2)cc1
 : 0.92, 0, -8, 8, 0, 1, 0, -1, -2
- Cc1ccc(C(=O)NC(=S)NNC(=O)c2ccccc2)cc1
 : 0.89, -9, -3, 11, 25, 1.2, -2, 3, -16
- Cc1nn(-c2ccccc2)c(N2CCCC2)c1/C=N/O
 : 1, 0, -4, -1, 8, 1.1, 3, 0, -12
- CCOc1ccc(C(=O)NCC(=O)OCc2cc([N+](=O)[O-])cc3c2OCOC3)cc1OCC
 : 0.99, -4, -9, 1, 5, 1.1, 1, 1, -6
- O=C(Nc1ccc2ncccc2c1)Nc1ccc2ncccc2c1
 : 1.1, -2, -7, -10, 5, 1.1, -2, 0, -7
- CCOC(=O)c1cnc(SCC(=O)c2ccc(Cl)cc2)nc1N
 : 0.92, 5, 0, 8, 22, 1, -4, 0, -3
- COc1cc(NC2c3ccccc3C(=O)N2Cc2ccc3c(c2)OCO3)cc(OC)c1 (configuration not stated)
 : 1.2, -5, -4, -21, -8, 1.1, 1, 1, -5
- CCOC(=O)c1nc(C)sc1-c1ccnn1S(=O)(=O)c1ccc(C)cc1
 : 0.97, 1, -1, 2, 18, 0.92, 0, 0, 8
- Cc1ccc(C(=O)N2CCN(c3ccc(NC(=O)c4cccs4)cc3)CC2)cc1
 : 0.96, -5, -8, 4, 31, 1.1, -4, 3, -5
- Cc1ccc(NS(=O)(=O)c2cc(OCC(N)=O)c(C)cc2Cl)cc1
 : 1.2, -2, -7, -16, -4, 1.2, -4, 1, -18
- CC[N+]1(C)[C@@H]2CC[C@H]1CC(OC(=O)[C@H]1CCC(C(=O)OC3C[C@H]4CC[C@@H](C3)[N+]4(C)CC)(c3ccccc3)c3ccccc31)C2 (some centres not stated)
 : 1.1, 0, -3, -9, 22, 1, 1, -1, 0
- CC1(C)Cc2ccccc2-c2nc(NCCCO)[nH]c(=O)c21
 : 0.94, 1, -6, 6, 9, 1.3, 0, 4, -27

More structures
Below each compound: mIAP activ, APOBEC3A inh, APOBEC3G inh, mIAP inh, NALP3 yeast inh, hIAP activ, MIN6 prolif, SENP1 FRET inh, hIAP block
- CC(C)(C)n1ncc2c(=O)n(CC(=O)N3CCCc4ccccc43)cnc21
 : 1.1, 2, 4, -8, 4, 1.1, -3, -2, -11
- c1cncc(C(c2nnnn2C2CCCCC2)N2CCN3CCCC3C2)c1 (configuration not stated)
 : 0.9, -1, 0, 10, 6, 0.97, -3, -2, 3
- O=S(=O)(NCCN1CCOCC1)c1ccc(F)c(Cl)c1
 : 1, -3, -5, -4, 4, 1.2, 4, 1, -22
- O=C(c1ccc2c(c1)OCO2)C1CCCN(Cc2cn[nH]c2-c2cccc(F)c2)C1 (configuration not stated)
 : 0.95, 0, -3, 5, 14, 1.2, -1, 2, -22
- CC1(C)CC(NC(=O)c2cccc(F)c2)CC(C)(C)N1
 : 1.1, -4, -2, -5, 5, 1.1, -3, -3, -12
- O=C(c1cc(COc2ccc(F)cc2F)on1)N1CCCC(c2ccccc2)C1 (configuration not stated)
 : 1, 2, -4, 0, 12, 1.1, -4, 3, -10
- CCN(CC)C(=O)c1ccc(-c2cccs2)s1
 : 1.1, -6, -7, -5, 38, 0.94, 1, 0, 6
- Cc1cccc(N(C(=O)CNC(=O)c2ccco2)C(C(=O)NC2CCCC2)c2cccnc2)c1 (configuration not stated)
 : 0.73, 4, -4, 27, 4, 1, -1, 0, 0
- CCOC(=O)c1cc(C#N)c(Oc2ccccc2OC)nc1-c1ccccc1
 : 0.96, -1, -5, 4, 17, 1.1, -5, 2, -15
- Cc1ccc(NC(=O)COC(=O)/C=C/c2cccs2)cc1
 : 0.97, 5, -1, 3, 8, 0.91, -1, 3, 9
- CCN(CC(=O)Nc1ccc(S(=O)(=O)N2CCCC2)cc1)Cc1ccccc1
 : 0.99, 4, -7, 0, 21, 0.96, 1, 1, 4
- CN(c1ccc(OCC(=O)OCC(=O)NC2CCCC2)cc1)S(=O)(=O)c1ccc2ccccc2c1
 : 1, -5, -10, 0, 12, 1.2, -4, -4, -20
- Cc1cc(Br)ccc1NC(=O)CNC(=O)Cn1ncc(Cl)c(Cl)c1=O
 : 0.98, 1, 3, 2, 6, 0.87, -6, -2, 13
- COc1ccc(N2CCN(C(=O)c3ccccc3N(C)S(=O)(=O)c3ccc(C)cc3)CC2)cc1
 : 1, -3, -7, -1, 20, 0.87, -2, 1, 13
- CC(C)CNC(=O)COC(=O)c1cc(Cl)cc(Cl)c1N
 : 1, 5, 2, -3, 11, 0.92, 0, -1, 8
- O=C(N/N=C/c1cccc([N+](=O)[O-])c1)c1ccc(COc2ccccc2-c2ccccc2)cc1
 : 0.87, 10, 4, 13, 14, 0.93, -2, 2, 7
- Cn1cccc1-c1nc2ccc(NC(=O)c3cccs3)cc2[nH]1
 : 1, -4, -7, -2, 11, 1.1, 0, -5, -15
- O=C(O)CCCNC(=O)CC1S/C(=N/N=C/c2ccccc2O)NC1=O (configuration not stated)
 : 0.99, 1, 2, 1, 15, 1.2, -2, -3, -18
- O=C(CSc1ccc(Cl)cc1)N1CCN(c2ncc(C(F)(F)F)cc2Cl)CC1
 : 0.99, -3, -6, 1, 20, 0.94, -6, 2, 6
- Clc1ccccc1CN1CCN(c2ncccn2)CC1
 : 1.1, -2, 0, -12, 16, 1.2, -5, 1, -21
- Cc1ccc(C(C(=O)NC2CCCC2)N(Cc2cccnc2)C(=O)c2snc(C(N)=O)c2N)o1 (configuration not stated)
 : 0.94, -2, -6, 6, 15, 0.85, 1, -2, 15
- Cc1ccc(NC(=O)N(Cc2cccnc2)Cc2ccco2)cc1C
 : 1, 1, -5, -2, -6, 0.81, -1, 3, 19
- CCOc1ccccc1NC(=S)NC(=O)CCCOc1ccc(Cl)cc1Cl
 : 0.95, -4, -3, 4, 16, 1.2, -2, 1, -22
- COC(=O)CSc1nnc(-c2ccc(S(=O)(=O)N3CCC(C)CC3)cc2)o1
 : 1.1, -2, -4, -7, 15, 1.4, -6, 2, -42
- Cc1cc(N2CCN(S(=O)(=O)c3ccc(C)c(C)c3)CC2)c2ccccc2n1
 : 0.93, -2, -1, 7, -2, 1, -5, -1, -5
- COc1ccc(CC(=O)NNC(=O)c2ccncc2)cc1
 : 1, 0, -6, 0, -3, 0.92, 2, 2, 8
- CC(C)C[C@@H](C(=O)N[C@@H](C(=O)O)c1ccccc1)N1C(=O)N2CCc3c([nH]c4ccccc34)[C@@]2(C)C1=O
 : 1.1, -7, -4, -12, -3, 1.2, -3, -1, -24
